mHTT-CaM PPI inh – mHTT-calmodulin interaction abrogation | AlphaScreen His-mHTT/GST-CaM binding, luminescence | AID 1671202 | actives 3.6% (n = 190,000) | P42858 | inhibition, % at 15 µM;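 also: 0% = both proteins with DMSO and 100% = one protein alone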
Pf apPOL inh – Pf-apPOL DNA polymerase inhibition. inhibition, % at 10 µM. actives 0.25% (n = 210,000). Recombinant Pf-apPOL, molecular beacon fluorescence, 1.5 h
Active calls of the source: *; x = no result given; & = joins results of further samples. Rule as the data show it: active = inhibition above about 50%; inactive = the rest.

Start of the listing, in advance (2 entries):
SMILES	mHTT-CaM PPI inh	Pf apPOL inh
CC(C)(C)N=C1Nc2ncccc2NC12CCCN(C(=O)c1cccc(Cl)c1)C2 (stereo not drawn)	22.2	-3.9
O=C(Cn1nc(-n2cccn2)ccc1=O)Nc1nccs1	-13.8	-2.8

The listing, repeating the preview:
SMILES	mHTT-CaM PPI inh	Pf apPOL inh
CC(C)(C)N=C1Nc2ncccc2NC12CCCN(C(=O)c1cccc(Cl)c1)C2 (stereo not drawn)	22.2	-3.9
O=C(Cn1nc(-n2cccn2)ccc1=O)Nc1nccs1	-13.8	-2.8
Cc1ccc(C)c(CN2C(=O)NC3(CCN(C(=O)Cc4ccc(Cl)cc4)CC3)C2=O)c1	57.8*	-4.2
O=C(NC1CC1)c1ccccc1OCC1CCN(C(=O)c2cccc(Cl)c2)CC1	14.9	46.2
O=[N+]([O-])c1ccc(OCCCN2CCCC2)cc1	1.5	0.0
CCCNC(=O)N1CCN(c2cccc(OCC)c2)C(=O)C1C (stereo not drawn)	7.5	-1.4
CC(=O)Nc1cccc(NC(=O)CSc2nc3ccccc3[nH]2)c1	7.7	-4.8
COc1cc(C(=O)N(c2ccccn2)C2CCCCC2)cc(OC)c1OC	1.0	-6.6
Cc1cc(C)cc(NC(=O)CN2CCc3ccccc3C2C(=O)N2CCCC2)c1 (stereo not drawn)	19.5	-2.2
CN(Cc1ccccc1)Cc1cc(=O)[nH]c(-c2ccccc2)n1	4.8	-3.5
O=C(NCCc1ccco1)c1cc2n(n1)CCCN(Cc1cccc(F)c1)C2=O	-3.0	-1.0
O=C(O)c1cccc(C(=O)O)n1	x	-337.1
O=C(NNc1ncccc1-n1cccc1)c1ccco1	x	-4.4&1.6
N#CC(=Cc1cccs1)c1csc2ccc(Cl)cc12	x	1.2
Cc1c(NC(=O)Cc2ccc(Cl)cc2)cccc1-c1nc2ncccc2o1	1.0	-11.0
COc1ccc(NC(=O)C2CC(=O)N(C)C(=Nc3ccc(Cl)c(C(F)(F)F)c3)S2)cc1 (stereo not drawn)	5.0	7.1
O=C1C2CC=C(Cl)CC2C(=O)N1CNc1ccccc1 (stereo not drawn)	-1.0	-1.1
CC(C)c1ccc(C2N3CC4(C)CN2CC(C)(C3)C4=O)cc1 (stereo not drawn)	-5.0	1.3
CC1(C)Cc2nc(NCCN3CCOCC3)c(C#N)cc2CO1	-1.0	-1.1
CCCC1CCC2(CC1)CC[C@H]2OC(=O)Nc1cccc(C(F)(F)F)c1 (stereo partly drawn)	-34.8	-2.9
CCCS(=O)(=O)N1CCC(C(=O)NC2CCCCC2C)CC1 (stereo not drawn)	-3.0	28.3
CCOC(=O)c1cccc(NS(=O)(=O)c2ccc3[nH]c4c(c3c2)CCCC4)c1	94.7*	-2.9
CCSC1=C(C#N)C(c2ccc(Cl)cc2)C(C(C)=O)=C(C)N1 (stereo not drawn)	-22.6	1.7
Cc1nnc2ccc(S(=O)(=O)Nc3cccc(Cl)c3)cn12	-1.4	-1.1
CCCC(O)=C1C(=O)CC(C)(C)CC1=Nc1cccc([N+](=O)[O-])c1	-1.5	-3.4
CC(N=Cc1ccc(N(C)C)cc1)C12CC3CC(CC(C3)C1)C2 (stereo not drawn)	13.0	-9.8
CCN(CC)C(=O)c1ccc2c(c1)NC(=O)C(N1CCOCC1)S2 (stereo not drawn)	-5.0	-14.0
CNC(=O)NC1CCN(C(=O)c2ccc(F)cc2)C1 (stereo not drawn)	-1.7	-2.7
CCN(CC)C(=O)c1sc(NC(=O)c2c(OC)cccc2OC)c(C#N)c1C	12.2	0.2
CCCS(=O)(=O)Nc1cccn2ncnc12	15.9	12.3
COc1ccc(OCC(O)Cn2cnc3cc(C)c(C)cc32)cc1 (stereo not drawn)	8.8	0.5
CC(=O)N1c2c(cc(Br)cc2S(=O)(=O)Nc2ccc(C)c(Cl)c2)CC1C (stereo not drawn)	27.0	-2.3
O=C1CC(c2ccco2)CC2=C1C(c1ccc([N+](=O)[O-])cc1)C1=C(N2)c2ccccc2C1=O (stereo not drawn)	47.0	-14.9
CN(C)c1cc(OC2CCN(C(=O)c3cccc4[nH]ccc34)C2)ncn1 (stereo not drawn)	7.8	1.4
CCOc1ccc(NC(=O)N2CCCC2c2ccccc2F)cc1 (stereo not drawn)	-9.3	-4.2
O=C(CN1CCc2nc(NC(=O)C3CC3)sc2C1)Nc1ccccc1C(F)(F)F	-9.8	-7.9
COc1ccccc1N1COc2ccc(F)cc2C1	47.0	5.0
COc1ccc(NC(=O)CCCn2c(=O)c3sccc3n(Cc3ccc(C)cc3)c2=O)cc1	0.0	-9.2
OC(COc1cccc(Cl)c1)Cn1nnc2ccccc21 (stereo not drawn)	-6.8	3.6
O=C(Nc1ccc2c(c1)OCO2)C1CCCN(c2nnc3ccc(C(F)(F)F)cn23)C1 (stereo not drawn)	37.9	-5.0
Cc1nc(C)c(Cc2ccccc2)c(N2CCN(C(=O)c3ccccc3C)CC2)n1	12.2	1.4
Cc1ccc(-c2cc(=O)n(CC(=O)Nc3nccs3)cn2)cc1	0.9	1.7
COc1cc(C(=O)N2CCC(CC(=O)NCCN3CCCCC3)CC2)cc(OC)c1OC	-1.3	-4.3
COc1cccc(-c2cc3n(n2)CCCN(C(=O)c2ccc(OC)c(OC)c2)C3)c1	13.8	-5.1
COc1ccc(Cl)cc1C1=N/C(=C/c2cccc(C(F)(F)F)c2)C(=O)O1	5.0	5.3
O=C(CCN1CCc2ccccc2C1)Nc1ccc2c(c1)OCO2	7.5	-5.4
Cn1ncc(Cl)c(Oc2ccccc2)c1=O	-4.9	-3.5
Cc1nnsc1-c1n[nH]c(C)c1C(=O)NN=Cc1c(Cl)cccc1Cl	x	-2.5
CCn1c(=O)c2c(ncn2Cc2ccccc2)n(-c2cccc(C)c2)c1=O	19.9	-2.8
Cc1csc(-c2ccc(CNC(=O)c3cc4ccccc4[nH]3)cc2)n1	1.3	-7.1
CC(=O)N1CCC(C(=O)N2CCCn3cc(-c4ccccc4)nc32)CC1	14.3	-3.3
COc1ccccc1CNC(=O)C(=O)Nc1cccc(C)n1	-8.7	-4.5
Cc1cc(C)c(C(O)=Cc2nc3ccccc3oc2=O)c(C)c1	27.0	-2.1
Clc1ccc(OCCCCn2ccnc2)c(Br)c1	9.3	-2.4
Cn1c(=O)c2c(nc(Cl)n2Cc2ccc([N+](=O)[O-])cc2)n(C)c1=O	-2.0	2.9
COc1ccc(OC)c(C2N=C(c3ccc4c(c3)OCO4)CC(c3ccccc3O)N2)c1 (stereo not drawn)	3.0	-7.7
CCCC(=O)NC(Nc1ccccc1OC)C(Cl)(Cl)Cl (stereo not drawn)	-3.0	4.5
COc1ccc(NC(=O)CSc2nc3ccccc3o2)c([N+](=O)[O-])c1	11.3	-5.5
CCCCC[C@H](C)N1C[C@@H](COCc2ccccc2)Oc2cc(N3CC[C@H](N(C)C)C3)ccc2S1(=O)=O	-13.0	-11.1
CCCOc1nccnc1N1CCC(N(C)C(=O)c2ccc(C)nc2)C1 (stereo not drawn)	21.2	4.4

Other compounds
SMILES	mHTT-CaM PPI inh	Pf apPOL inh
Cc1ccc(-c2noc(CSc3nc(N)cc(=O)[nH]3)n2)cc1	2.0&-2.0	3.4&-76.3
O=C(CC(c1ccco1)C1CCCCC1=O)c1ccccc1 (stereo not drawn)	-6.4	-3.0
CCNC(=O)c1csc(COc2cc(C)cc(C)c2C)n1	17.5	3.2
Cc1cc(OCC(=O)Nc2cccc(-c3nc4ncccc4o3)c2)cc(C)c1Cl	0.0	12.3
N#CC(C#N)=CNc1cc(Cl)ccc1Cl	-7.0	x
CC(=O)Nc1nc(C)c(-c2cn3cccnc3n2)s1	-1.0	-2.3
CCCNc1nnc(-c2nc(C3CC3)no2)c2ccccc12	10.8	-4.3
Cc1ccc(S(=O)(=O)N2CCOC23CCN(C(=O)c2ccccc2[N+](=O)[O-])CC3)cc1	12.9	-1.0
Cc1ccc(N2C(=O)CSC2c2ccc3c(c2)OCO3)cc1 (stereo not drawn)	1.0&2.9	-2.0&-1.7
CCOC(=O)C1CCCCN1 (stereo not drawn)	-4.5	-0.9
O=C(Cn1ccc2ccccc2c1=O)NCC(=O)Nc1ccccn1	4.0	-7.2
Cn1c(=O)c(C(=O)NC2CCCC2)nc2cccnc21	-1.5	-10.1
CC(C)=C1C2C=CC1C1C(=O)N(c3ccc(C)cc3[N+](=O)[O-])C(=O)C21 (stereo not drawn)	11.0	-4.8
Cc1cccc(Cc2c(C)nc3c(C(=O)O)c[nH]n3c2=O)c1	-3.0	36.0
COc1ccc(-c2cc3ccc(OCC(C)=O)cc3oc2=O)c(OC)c1	-2.8	-3.9
CS(=O)(=O)N(CC(=O)N1CCc2ccccc2C1)c1cccc([N+](=O)[O-])c1	6.0	-0.7
CCCCCNC(=O)c1c[nH]c2ccc(S(=O)(=O)N3CCc4ccccc43)cc2c1=O	9.0	18.7
COc1ccc(N2C(=O)C3C(C2=O)C2(C)c4ccccc4C3(C)c3ccccc32)c([N+](=O)[O-])c1 (stereo not drawn)	21.0	4.1
Cc1ccc(-c2nc3ncccn3c2Nc2ccc3c(c2)OCCO3)o1	17.0	-1.3
CN(Cc1ccccc1)Cc1c(O)ccc2c(=O)c(-c3ccccc3Cl)coc12	1.0	4.4

14 compounds out of the list, sorted by molar mass, descending.
SMILES	mHTT-CaM PPI inh	Pf apPOL inh
Cc1ccc(S(=O)(=O)N2CCOC23CCN(C(=O)c2ccccc2[N+](=O)[O-])CC3)cc1	12.9	-1.0
CCCCCNC(=O)c1c[nH]c2ccc(S(=O)(=O)N3CCc4ccccc43)cc2c1=O	9.0	18.7
CS(=O)(=O)N(CC(=O)N1CCc2ccccc2C1)c1cccc([N+](=O)[O-])c1	6.0	-0.7
COc1ccc(-c2cc3ccc(OCC(C)=O)cc3oc2=O)c(OC)c1	-2.8	-3.9
Cc1ccc(-c2nc3ncccn3c2Nc2ccc3c(c2)OCCO3)o1	17.0	-1.3
O=C(Cn1ccc2ccccc2c1=O)NCC(=O)Nc1ccccn1	4.0	-7.2
Cc1ccc(-c2noc(CSc3nc(N)cc(=O)[nH]3)n2)cc1	2.0&-2.0	3.4&-76.3
CCNC(=O)c1csc(COc2cc(C)cc(C)c2C)n1	17.5	3.2
Cc1cccc(Cc2c(C)nc3c(C(=O)O)c[nH]n3c2=O)c1	-3.0	36.0
O=C(CC(c1ccco1)C1CCCCC1=O)c1ccccc1 (stereo not drawn)	-6.4	-3.0
CCCNc1nnc(-c2nc(C3CC3)no2)c2ccccc12	10.8	-4.3
CC(=O)Nc1nc(C)c(-c2cn3cccnc3n2)s1	-1.0	-2.3
Cn1c(=O)c(C(=O)NC2CCCC2)nc2cccnc21	-1.5	-10.1
CCOC(=O)C1CCCCN1 (stereo not drawn)	-4.5	-0.9

Next part.
SMILES	mHTT-CaM PPI inh	Pf apPOL inh
COc1ccc(C=C2Oc3cc(OS(=O)(=O)c4ccccc4)ccc3C2=O)c(OC)c1	-48.8	-12.1
Cc1ccccc1C(=O)N1CCCC1COc1ccc(C(=O)NC(C)C)cc1 (stereo not drawn)	0.4	-3.9
COc1ccc(-c2cccc(-c3cc(=O)oc4ccc(C(C)(C)C)cc34)c2)cc1	-13.0	-4.0
COc1ccc(N2CCN(C(=O)c3sc4cccc(F)c4c3OC)CC2)cc1	63.9*	-0.1
CC(C)(C)OC(=O)COc1ccc2c(=O)c(-c3ccccc3)coc2c1	-5.8	-6.7
Cc1cc(C)c(C#N)c(SCC(=O)Nc2cccc(C)c2C)n1	-0.8	-2.7
O=C1NC(=O)N(c2cccc(F)c2)C(=O)/C1=C/c1cccn1-c1ccccc1	0.0	-0.9
Cc1ccc(C=C2Oc3cc(OC(=O)c4ccc5c(c4)OCO5)ccc3C2=O)o1	7.3	-0.1
O=C(NCC1CCN(C(=O)Oc2ccccc2)CC1)c1ccc(Cl)s1	-0.8	-15.6
Cc1cc(C(=O)N2CCOCC2)nn1CC(=O)NCCc1c[nH]c2ccccc12	-0.1	-12.9
CCN(CCNC(=O)c1ccc2[nH]c3c(c2c1)CN(C(C)=O)CC3)c1ccccc1	67.6*	-3.9
Cc1ccc(-c2n[nH]c(C)c2NC(=O)Cc2ccccc2)o1	17.1	2.2
COc1ccc(N=C2C(=O)N(CN3CCC(C)CC3)c3ccc(Br)cc32)cc1	43.0	0.6
Cc1ccc(S(=O)(=O)N(c2ccccc2)C(F)F)cc1	-41.3	0.2
CC(=O)Oc1cn(C)c2ccccc12	6.9	-3.3
COc1ccc([N+](=O)[O-])cc1NCc1cc(OC)c2c(c1)OCO2	0.5	-5.3
COc1nccnc1N1CCC(NC(=O)NCc2ccc(F)cc2)C1 (stereo not drawn)	1.2	-5.5
Cc1ccc(C(=O)Nc2cc3cc(Br)ccc3oc2=O)cc1	18.0	9.1
O=C(Nc1ccc(NC(=O)c2cccs2)cc1)c1ccc(NC(=O)c2cccs2)cc1	0.4	-7.6
CC(C)(C)C1CCc2c(sc(NC(=O)c3cc4ccccc4c(=O)o3)c2C(N)=O)C1 (stereo not drawn)	5.0	-3.4
CCOc1ccc(CNC(=O)C2CC(=O)N(c3cccc(NC(C)=O)c3)C2)cc1OC (stereo not drawn)	0.0	-2.7
CCc1ccc(CN2CCN(c3ncccn3)CC2)cc1	-4.3	-28.1
COc1ccc(-n2nc3cc(C)c(NC(=O)c4ccc([N+](=O)[O-])c(C)c4)cc3n2)cc1	5.0	6.0
Cc1nc2ncnn2c(N2CCCC2)c1Cc1ccccc1	9.0	6.5
CNC(=O)c1c(NC(=O)c2ccco2)sc(C)c1C	2.3	-4.7
Cc1ccc(NC(=O)CSc2nc3ccccc3c(=O)[nH]2)cc1	0.5	-7.5
CCc1nc(-c2ccc(C(=O)N3CCN(c4ncccn4)CC3)cc2)cs1	6.7	-3.4
Cc1ccc(C)c(NC(=O)c2cc(S(=O)(=O)N(C)Cc3ccccc3)ccc2F)c1	-5.0	37.6
CCOC(=O)N1CCN(Cc2c(F)cccc2Cl)CC1	-4.9	-2.2
COc1cccc(NC(=O)C(=O)NCc2ccc(C)cc2)c1	-3.6	-0.4
CCOC(=O)c1ccc2nc(-n3cccc3)sc2c1	x	4.8
Cc1noc(-c2cccs2)c1C(=O)NCc1ccc(F)cc1F	-10.7	1.8
CCCCCCCCNCCS(=O)(=O)NCc1ccccc1	-12.3	-2.8
COc1ccc(C(=O)C=Cc2ccc3c(c2)OCCO3)c(OCc2ccccc2)c1	16.4	-21.5
Nc1nc(SCC(=O)Nc2nonc2-n2cccc2)n[nH]1	7.5	x

Screening data (PubChem BioAssay)
